TSG101-PTAP inh – blocks PTAP/TSG101 interaction to inhibit HIV-1 budding; Potency, µM (doses to about 115 µM), without a hit: top-dose activity change, negative = inhibition, usual class: inhibitors; 340,000 tested, under 10 active; Fluorescence polarization, FITC-PTAP peptide / Tsg101 binding; AID 493005; Q99816; active = well fitted inhibition curve with a large enough effect in the main read-out, with a control signal flat, not every such curve was filed as active; inconclusive = small, poorly fitted or top-dose-only effect, or effect the other way, or a change in a side signal; inactive = no such curve, though single readings can be large or run the other way; note: potency is the fitted concentration of half-maximal effect; % of control where 0% means no effect
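Fluorescence anisotropy tracks displacement of a FITC-tagged PTAP peptide (50 nM) from the Tsg101 binding domain (10 uM), following a 20 min room-temperature incubation at pH 7.5.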
ELG1 genotoxic – genotoxicity induction in ELG1-luciferase HEK293T cells; AID 504466; Potency, µM (doses to about 46 µM), for the others: at the top dose activity change, positive = activation, actives largely listed as activators; HEK293T ELG1-luciferase reporter, luminescence, 16 h; actives 1.3% (n = 330,000); note: potency is the fitted concentration of half-maximal effect; % of control where 0% means no effect; nearly all actives have a fitted effect of over 60% in size
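HEK293T cells expressing luciferase-tagged ELG1 were treated with compound or DMSO for 16 hr at 37°C. Luciferase activity was then read after 30 min with ONE-Glo at room temperature; rising signal flags genetic stress.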
USP2a inh – inhibitors of human ubiquitin-specific protease USP2a; USP2 core, Ub-CHOP2 coupled fluorogenic reporter, 485/531; actives 0.01% (n = 330,000); Potency, µM (top dose mostly 38.3 µM), without a hit: at the highest dose activity change, negative = inhibition, most hits filed as inhibitors; O75604; AID 463254;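 note: potency is the fitted concentration of half-maximal effect; plate controls were DMSO wells for no effect and full inhibition by NEM control for full effect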
Target sequence (O75604 whole entry, looked up): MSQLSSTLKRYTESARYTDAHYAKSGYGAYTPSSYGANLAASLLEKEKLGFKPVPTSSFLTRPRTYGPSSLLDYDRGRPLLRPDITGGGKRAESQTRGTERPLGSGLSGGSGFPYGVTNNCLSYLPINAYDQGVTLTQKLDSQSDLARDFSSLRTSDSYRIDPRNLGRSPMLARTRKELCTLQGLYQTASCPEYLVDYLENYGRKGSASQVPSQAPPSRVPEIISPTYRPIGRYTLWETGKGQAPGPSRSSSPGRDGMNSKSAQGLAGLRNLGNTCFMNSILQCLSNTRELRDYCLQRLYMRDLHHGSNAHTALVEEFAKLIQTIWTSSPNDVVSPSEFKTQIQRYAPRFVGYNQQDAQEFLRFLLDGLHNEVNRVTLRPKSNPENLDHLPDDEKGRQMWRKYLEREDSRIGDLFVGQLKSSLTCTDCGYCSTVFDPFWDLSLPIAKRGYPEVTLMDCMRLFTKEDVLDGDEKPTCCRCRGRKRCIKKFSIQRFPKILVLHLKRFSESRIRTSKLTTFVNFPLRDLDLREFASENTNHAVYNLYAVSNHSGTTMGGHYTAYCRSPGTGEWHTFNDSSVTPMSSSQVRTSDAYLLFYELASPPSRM
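USP2 core (10nM final) preincubated 30min RT with compound in 20mM Tris-HCl pH 8.0, 2mM CaCl2, 2mM beta-mercaptoethanol, 0.05% CHAPS; 25nM Ub-CHOP2 plus 25nM reporter substrate added, fluorescence (Ex485/Em531) read after 60min.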
TRPV1 ag – activates the human vanilloid receptor TRPV1. Q8NER1. TRPV1-expressing cells, Fluo-8 calcium influx, agonist mode. activation, % at 8.33 µM. actives 0.19% (n = 320,000). AID 540275; in the data active = activation above about 80%; inconclusive = between about 30% and that limit; note: 0% is about no effect
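Fluo-8 calcium influx in TRPV1-expressing cells, kinetic read (ex 480/em 520 nm). Compound added and read 3 min for agonist activity, followed by capsaicin at EC20 final and 2 min further read for enhancement.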
BRCA1 expr act – activators of BRCA1 expression; MCF7-BRCA1-FFLuc reporter, luminescence, 48 h; response scale: scaled: vehicle 0%, 10 µM genistein 100%; actives 1.1% (n = 380,000); Potency, µM (top dose mostly 46.1 µM), without a hit: at the highest dose activation, hits mostly activators; note: potency is the fitted concentration of half-maximal effect; nearly all actives have a fitted effect of over 80% in size; some results filed as inactive show a strong effect at the top dose
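Using MCF7 cells harboring a BRCA1 firefly luciferase reporter, plated 2 h before compound pinning, the screen measured luminescence after 48 h incubation. Responses were normalized to DMSO and 10 microM genistein, then fitted for concentration-effect.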
Integrin act MD – activates integrin-mediated alleviation for muscular dystrophy; alpha7betagal myoblasts, beta-gal FDG fluorescence, 48 h; Potency, µM (titrated, usually from 38.3 µM), inactives show at the top dose activation, hits mostly activators; actives 0.064% (n = 350,000); AID 624291;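 note: potency is the fitted concentration of half-maximal effect; 100% = response of the positive control SU9516; nearly all actives have a fitted effect of over 60% in size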
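alpha7betagal+/- myoblasts (passage 13, 250/well) treated 48 h at 37C with compounds at 1:260 dilution of DMSO stock. Lysed, then beta-galactosidase activity read as FDG fluorescence (ex 480/em 540) after 30 min, with pre-read for autofluorescence.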
p53 reactivator – restores transcriptional activity of mutant p53; H1299 p53-A138V BP100-luciferase reporter, luminescence, 24 h; actives 0.063% (n = 320,000); Potency, µM (top dose mostly 92.2 µM), for inactives: top-dose activity change, positive = activation, actives largely listed as activators; note: potency is the fitted concentration of half-maximal effect; % of control where 0% means no effect; nearly all actives have a fitted effect of over 45% in size
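p53-null H1299 cells stably carrying temperature-sensitive p53-A138V and a BP100-luciferase reporter were pinned with compounds (4-point, 1:5 series) and held 24 hrs at 37 deg C. Luminescence was read 10 min after detection reagent.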
B2AR arrestin – recruits beta-arrestin to the human beta2-adrenergic receptor | P07550 | beta-arrestin recruitment to beta2AR, cell-based reporter | Potency, µM (highest dose often 46.1 µM), for inactives: at the highest dose activation, hits mostly activators | actives 0.02% (n = 330,000);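 note: potency is the fitted concentration of half-maximal effect; 0% = DMSO controls and full agonism = EC100 isoproterenol or metaproterenol; nearly all actives have a fitted effect of over 65% in size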
Target sequence (P07550 whole entry, looked up): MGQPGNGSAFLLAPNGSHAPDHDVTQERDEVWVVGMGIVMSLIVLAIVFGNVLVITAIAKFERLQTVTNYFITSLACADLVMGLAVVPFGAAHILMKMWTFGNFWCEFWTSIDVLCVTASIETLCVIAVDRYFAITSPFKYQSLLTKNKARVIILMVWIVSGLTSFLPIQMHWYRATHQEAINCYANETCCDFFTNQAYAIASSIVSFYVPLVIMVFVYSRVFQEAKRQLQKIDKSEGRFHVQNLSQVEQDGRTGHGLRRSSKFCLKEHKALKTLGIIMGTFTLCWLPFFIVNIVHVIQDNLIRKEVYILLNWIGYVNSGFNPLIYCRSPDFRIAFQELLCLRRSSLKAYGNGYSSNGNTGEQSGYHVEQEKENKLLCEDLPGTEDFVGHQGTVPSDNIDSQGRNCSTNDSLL
uPA surface inh – cell surface uPA generation inhibition; cell surface uPA generation assay, qHTS; Potency, µM (highest dose often 38.3 µM), for the others: top-dose activity change, negative = inhibition, usual class: inhibitors; actives 0.31% (n = 330,000); AID 540303; active = well fitted inhibition curve with a large enough effect; inconclusive = small, poorly fitted or top-dose-only effect; inactive = no such curve, though single readings can be large or run the other way; tested in mouse RAW 264.7 cells; note: potency is the fitted concentration of half-maximal effect; % is set by controls: 0 for no effect and ±100 for the full control effect; nearly all actives have a fitted effect of over 55% in size
ASM inhibitor – inhibitors of human secretory acid sphingomyelinase | P17405 | placental ASM, HMU-PC fluorogenic substrate, 60 min | Potency, µM (titrated, usually from 57.5 µM), for inactives: top-dose activity change, negative = inhibition, hits mostly inhibitors | actives 0.006% (n = 340,000); note: potency is the fitted concentration of half-maximal effect
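Fluorescence read-out (Ex 386 nm, Em 447 nm) after stopping the reaction at pH 10. Enzyme: ASM from human placenta; substrate HMU-PC0, 9 uM final; 60 min, 37 °C. Compound preincubation 10 min, ambient temperature.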
Eya2 phos inh – inhibitors of human Eya2 phosphatase activity. recombinant Eya2, OMFP fluorescence dephosphorylation (OMFP is methylfluorescein phosphate). Potency, µM (series often up to 76.9 µM), without a hit: top-dose activity, negative = inhibition, hits mostly inhibitors. actives 0.006% (n = 330,000). AID 488837; note: potency is the fitted concentration of half-maximal effect; % is set by controls: 0 for no effect and ±100 for the full control effect
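Eya2 (0.2 uM) preincubated 10 min at ambient with compound, then OMFP substrate added at 50 uM; 10 min reaction in 50 mM HEPES pH 7.5, 50 mM NaCl, 5 uM MgCl2, 0.05% BSA, 1 mM DTT. Fluorescence read at Ex 485/Em 525 nm.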
Starred values were filed as active, the others as inactive; ? = inconclusive; / = no result given; [ ] = dose if it differs, or a comment. Unless noted, calls come from the whole dose curve; as a rule, active = well fitted curve in the direction sought with a large enough effect; inconclusive = small, poorly fitted or top-dose-only effect, or another doubt; inactive = no such curve, though single readings can be large; an effect the other way counts as inactive or inconclusive.

SMILES | BRCA1 expr act | Eya2 phos inh | Integrin act MD | p53 reactivator | ASM inhibitor | B2AR arrestin | uPA surface inh | USP2a inh | TRPV1 ag | ELG1 genotoxic | TSG101-PTAP inh
COc1ccc(S(=O)(=O)N2CCN(CCOc3ccc(Br)cc3)CC2)cc1OC | -1.1% | -2.6% | -25.6% | -10.7% | -5.4% | -0.6% | -25.2% | -3.0% | 0.5 | -6.8% | -2.1%
O=C(Cc1cccs1)Nc1ccccc1C(=O)O | 82.2% | -19.3% | -1.2% | ? | 3.8% | 0.0% | 3.4% | -0.2% | -2.5 | ? | -0.4%
O=C(CSc1nnc(Cc2ccccc2)o1)NCCc1ccccc1 | 3.6% | / | 28.6% | / | 6.3% | / | 10.0% | / | 8.0 | / | -3.5%
CCN1CCN(Cc2ccc(NC(=O)c3ccc(C)c(NC(=O)c4ccnnc4)c3)cc2C(F)(F)F)CC1 | -3.7% | 4.3% | 10.2% | 12.9% | -3.9% | -0.5% | -4.2% | 0.0% | -1.5 | -0.1% | -3.1%
CCSC1=NCCN1S(=O)(=O)c1ccc(NC(C)=O)cc1 | 21.4% | 9.3% | 3.8% | -0.6% | 3.0% | 0.1% | -3.6% | 0.8% | -2.0 | -2.4% | -4.0%
Cc1cc(C(=O)COC(=O)c2csc3c2CCCC3)c(C)n1C | 19.5% | -5.8% | 10.9% | 6.1% | 0.7% | -0.9% | 3.6% | 1.6% | 4.5 | 11.7% | -0.8%
CC1CCN(CC(=O)Nc2sc3c(c2C#N)CCC3)CC1 | 26.0% | -2.1% | -20.8% | 2.1% | 0.2% | -0.4% | 5.6% | -0.1% | 18.4 | 4.2% | -1.6%
CCC(CC)C(=O)Nc1cccc(/C(C)=N/NC(=O)c2ccccc2Cl)c1 | 19.2% | -5.2% | -10.4% | 5.9% | 1.2% | -1.0% | -10.4% | -0.4% | 0.1 | 0.0% | -0.9%
CC(C)CNC(=O)C(=O)NCCC1CCCCN1S(=O)(=O)c1cccs1 (centres undefined) | -29.9% | 29.3% | 3.0% | 1.0% | 3.2% | -0.9% | -1.6% | 1.0% | 12.8 | 0.9% | -5.4%
c1ccc(C(Nc2cccnc2)c2ccccc2)cc1 | 9.7% | / | 16.1% | / | 3.7% | / | 1.0% | / | / | / | 1.5%
Cc1ccc(S(=O)(=O)N2CCOCC2)cc1C(=O)NC(=S)N1CC(C)OC(C)C1 (centres undefined) | -4.6% | ? | -4.1% | 2.4% | 8.2% | -0.4% | -2.4% | -1.4% | 2.9 | -0.8% | -3.2%
C/C(=C\C(=O)c1ccncc1)Nc1ccccc1O | -55.9% | 8.5% | -31.4% | 1.9% | -0.9% | -0.2% | -12.3% | 2.3% | / | 2.9% | -5.7%
COc1cc(C)ccc1OCCOc1c(C)cccc1Cl | ? | 1.8% | -3.5% | ? | -0.4% | 5.0% | -6.8% | 2.8% | 5.0 | 13.5% | -0.3%
Cc1ccc(NC(=O)c2oc3ccccc3c2NC(=O)C2CCCO2)cc1C (centres undefined) | ? | -18.2% | -46.4%[inhibitor] | ? | -12.6% | 0.1% | 0.5% | -6.7% | ? | 7.3% | -2.8%
CN1C(=O)/C(=C2\SC(=S)N(NC(=O)c3cccnc3)C2=O)c2ccccc21 | -7.0% | -7.5% | 0.0% | 10.2% | -6.6% | -0.1% | -15.0% | -0.2% | 0.4 | -6.7% | -2.5%
O=C(NC1CCCC1)C(c1ccccc1)N(C(=O)c1ccco1)C1CCCC1 (centres undefined) | -1.3% | -4.1% | -20.7% | -2.4% | 0.2% | -0.3% | -3.4% | -2.3% | 26.8 | -6.2% | -4.5%
COc1ccc(/C=N/N2CCN(c3ccncc3S(=O)(=O)N3CCCCC3)CC2)cc1 | -22.3% | 7.5% | 14.6% | -1.7% | -24.9% | -0.2% | 10.2% | 1.9% | 4.6 | 0.1% | -1.3%
C(=N\NC1=Nc2cccc3cccc1c23)/c1ccccn1 | -48.2% | -4.4% | -20.8% | 11.9% | -22.5% | ? | ? | 5.6% | 29.9 | ? | 5.9%
Nc1nc(SCc2nc(-c3ccccc3)no2)[nH]c(=O)c1-c1ccccc1 | 6.7% | 26.8% | 7.5% | -1.3% | -7.4% | -1.5% | / | 0.1% | -9.6 | 2.2% | -0.4%
CC(=O)OC(C)(C)C1Cc2cc3ccc(=O)oc3cc2O1 (centres undefined) | 29.1% | 1.0% | 10.2% | 13.3% | 8.5% | -0.5% | -6.6% | 2.2% | -1.4 | ? | -9.8%
CN(C)c1ccc(CN2CCCC(O)C2)cc1 (centres undefined) | 3.0% | -5.8%[15.4 µM] | -15.5%[7.66 µM] | 1.6% | -3.2% | 0.1% | 3.0% | 2.8% | -1.3 | -0.9% | 0.3%
CCCCCCc1ccc(N2C[C@H](CCCCC)[C@@H](CC(=O)NCc3ccccc3)C2=O)cc1 | -23.1% | -8.1% | 23.1% | 10.0% | -5.8% | 0.1% | 12.2% | -2.6% | 6.5 | -7.4% | -6.2%
CN(C)S(=O)(=O)N1CCC(Cc2ccccc2)CC1 | -0.4% | -13.4% | -4.0% | -0.2% | -1.2% | 0.2% | 1.0% | 1.6% | 14.8 | 0.0% | -9.1%
COc1cc(NC(=O)c2ccco2)c(C(=O)OCC(=O)Nc2ncc(Cl)cc2Cl)cc1OC | 2.4% | 0.2% | 0.2%[7.66 µM] | -2.1% | -3.8% | 0.2% | / | 1.9% | 0.9 | 0.3% | -14.6%
CCN(CC)CCN(C(=O)Cn1nnc(-c2ccc(C)o2)n1)C(C(=O)NC(C)(C)C)c1cccs1 (centres undefined) | -16.5% | -4.6% | 3.7% | -4.9% | 0.0% | 0.0% | 3.9% | 0.3% | 6.2 | 0.7% | 0.9%
Cc1cc(/C=N/NC(=O)c2cccs2)c(C)n1-c1ccccc1 | 20.3% | -25.9% | -24.4% | 37.0% | -2.0% | -1.4% | -7.9% | 1.4% | 19.3 | ? | -2.5%
O=C(CN1C(=O)NC2(CCCCCC2)C1=O)c1ccccc1 | 28.8% | -3.8% | 24.1% | -14.8% | -0.8% | -0.5% | -4.3% | -1.9% | 4.0 | 7.2% | -0.9%
Cc1ccc2c(c1)N(CC(=O)N1CCCC(C)C1)C(=O)CO2 (centres undefined) | 13.8% | -17.6% | -17.3% | -1.1% | 1.9% | -0.9% | -4.6% | -2.9% | 3.4 | 1.6% | -0.5%
CCCc1cc(=O)oc2cc(O[C@@H]3O[C@H](CO)[C@@H](O)[C@H](O)[C@H]3O)ccc12 | 5.9% | 19.4% | -24.0% | -1.2% | 9.8% | -0.2% | -0.6% | -0.8% | 1.2 | -7.8% | 1.1%
Nc1cccc2c(=O)c3ccccc3[nH]c12 | -19.3% | 2.2% | 0.0% | -5.2% | 3.0% | 0.4% | 0.8% | 1.1% | 0.1 | -10.7% | -2.9%
COc1cc(C(=O)N2CCN(c3ccccc3)CC2)c([N+](=O)[O-])cc1OC | -2.7% | 8.5% | -19.5% | 11.6% | -2.4% | 0.0% | 6.5% | 5.8% | 0.2 | -3.9% | -2.1%
CCC(Sc1nc2ccccc2c(=O)n1CCN1CCOCC1)C(=O)NCc1cccnc1 (centres undefined) | 2.4% | -1.2% | -16.5% | ? | 1.8% | -0.2% | / | 1.4% | 2.1 | ? | -5.2%
Cc1ccccc1C(=O)NCCNC(=O)c1cnccn1 | -8.4% | -2.7% | -1.2% | 2.6% | 9.1% | -1.1% | -0.5% | 2.7% | 1.5 | -3.1% | -1.9%
COCc1cc(=O)[nH]c(SCCS(=O)(=O)c2ccc(C)cc2)n1 | 11.4% | 14.2% | -25.1% | 5.3% | 9.2% | -0.3% | -7.8% | 0.8% | 0.3 | -0.4% | -9.1%
Cn1c(=O)cc(OCC(=O)NCCCN2CCN(c3cccc(Cl)c3)CC2)c2ccccc21 | -28.1% | -2.5% | 0.0% | -6.4% | 2.5% | 0.0% | -11.8% | 0.6% | -0.4 | -5.2% | -0.2%
CCOC(=O)CC(=O)CSc1nc2c(cc1C#N)CCCCC2 | 64.0% | -4.1% | -22.4% | ? | 143.6%[activator] | 0.1% | -5.2% | 2.7% | 0.8 | 7.08µM* | -6.8%
Cc1ccc([N+](=O)[O-])c(OCCN2CCC(Cc3ccccc3)CC2)c1 | -40.4% | -5.1% | -1.5% | 11.6% | -4.2% | -0.2% | -2.7% | 2.3% | 3.2 | -6.8% | -5.2%
COC(=O)c1sccc1NC(=O)C12CC3CC(CC(C3)C1)C2 | 0.1% | / | -2.2% | / | 2.3% | / | -0.5% | / | / | / | -2.0%
CCOC(=O)Cc1csc(NC(=O)CC)n1 | 12.2% | -4.1% | 0.8% | 0.3% | 1.3% | -0.1% | -1.0% | 2.3% | -0.1 | -0.4% | -0.9%
